# Gli-Sufu antag: Gli-Sufu pathway antagonism; Sufu-KO-LIGHT fibroblasts, Gli luciferase reporter luminescence; inhibition, % at 5 µM; hit rate 0.74% among 340,000; AID 588413;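 active = inhibition above about 55%, limit read from the data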;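 note: 0% = DMSO-treated cells and 100% = wells with medium but no cells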
# XBP1 UPR activ: activators of adaptive arm of unfolded protein response (XBP1). CHO-XBP1 luciferase reporter, IRE1-XBP1 UPR activation, luminescence; percent of tunicamycin response, DMSO as zero. activation, % at 20 µM. hit rate 0.33% among 330,000;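 active = versus positive control, 20 µM dose yields 30% or more activation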;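 note: 100% = tunicamycin at 10 µg/mL and 0% = DMSO only wells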
#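 Assay system: CHO-XBP1 luciferase reporter cells; Schedule: 6 h treatment, 37 °C; Detection: glow luminescence from Steady-Glo reagent; Benchmarks: high control tunicamycin 10 µg/mL final, low control DMSO vehicle only.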
# CXCR6 inh: CXCR6 (human) receptor inhibition; O00574; CHO-K1 PathHunter CXCR6 beta-arrestin, luminescence; inhibition, % at 20 µM; hit rate 0.36% among 360,000; in the data active = inhibition above about 34%, passing the limit was not always enough;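 note: antagonist mode with CXCL16 agonist at 10 nM final; 0% = 10 nM CXCL16 with DMSO and 100% = unstimulated wells without agonist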
# Target sequence (O00574 whole entry, looked up): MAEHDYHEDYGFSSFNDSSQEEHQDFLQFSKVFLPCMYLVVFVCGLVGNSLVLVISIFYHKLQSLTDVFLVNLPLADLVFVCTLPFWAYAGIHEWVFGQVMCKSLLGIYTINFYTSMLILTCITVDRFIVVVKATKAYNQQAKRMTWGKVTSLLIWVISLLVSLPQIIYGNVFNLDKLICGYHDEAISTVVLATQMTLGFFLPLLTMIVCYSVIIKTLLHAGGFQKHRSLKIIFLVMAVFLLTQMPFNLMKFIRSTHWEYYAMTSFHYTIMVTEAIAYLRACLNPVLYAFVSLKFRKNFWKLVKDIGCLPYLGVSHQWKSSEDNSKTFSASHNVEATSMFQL
# EBI2 block: EBI2 (human) antagonism; EBI2 beta-arrestin recruitment, luminescence, 7a,25-OHC stimulated; inhibition, % at 5 µM; hit rate 0.81% among 360,000; AID 651636; in the data active = inhibition above about 38%;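 note: enzyme fragment complementation signal reports receptor beta-arrestin coupling in cells; 0% = agonist plus DMSO wells and 100% = wells without agonist; some results beyond the cut were filed as inactive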
# Target sequence (P32249 whole entry, looked up, the tested form may be a part): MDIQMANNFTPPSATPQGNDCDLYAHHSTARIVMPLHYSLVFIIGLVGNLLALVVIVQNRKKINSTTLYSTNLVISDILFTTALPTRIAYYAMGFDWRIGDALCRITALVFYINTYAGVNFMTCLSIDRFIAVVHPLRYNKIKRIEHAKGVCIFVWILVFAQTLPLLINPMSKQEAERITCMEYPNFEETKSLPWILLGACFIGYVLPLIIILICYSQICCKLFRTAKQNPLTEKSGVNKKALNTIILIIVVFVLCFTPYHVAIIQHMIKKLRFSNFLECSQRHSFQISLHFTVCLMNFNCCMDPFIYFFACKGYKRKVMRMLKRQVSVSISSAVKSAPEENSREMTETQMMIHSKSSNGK
# CCR6 antag: CCR6 (human) receptor antagonism. P51684. CHO-K1 CCR6 PathHunter beta-arrestin, luminescence, CCL20-stimulated. inhibition, % at 20 µM. hit rate 0.49% among 340,000. AID 493098;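 active = compounds whose inhibition of the agonist-driven luminescence signal at 20 µM reaches about 50%, limit read from the data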;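 note: cells stimulated with CCL20 at 14 nM final; plate controls were DMSO with CCL20 for no effect and DMSO without agonist for full effect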
# Target sequence (P51684 whole entry, looked up): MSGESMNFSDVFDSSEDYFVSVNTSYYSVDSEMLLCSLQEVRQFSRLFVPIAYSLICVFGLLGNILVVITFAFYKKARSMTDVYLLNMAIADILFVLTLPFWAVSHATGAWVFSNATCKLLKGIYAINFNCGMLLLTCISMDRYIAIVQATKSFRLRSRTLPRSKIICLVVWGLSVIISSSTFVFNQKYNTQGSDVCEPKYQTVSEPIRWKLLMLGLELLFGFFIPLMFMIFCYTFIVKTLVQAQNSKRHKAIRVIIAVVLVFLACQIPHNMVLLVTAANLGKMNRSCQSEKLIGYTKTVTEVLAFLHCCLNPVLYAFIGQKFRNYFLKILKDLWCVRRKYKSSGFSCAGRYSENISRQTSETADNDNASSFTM
# UPR CHOP act: activators of apoptotic arm of unfolded protein response (CHOP); CHO-CHOP luciferase reporter, UPR activation, luminescence; percent of tunicamycin response over DMSO baseline; activation, % at 10 µM; hit rate 0.34% among 330,000; AID 449763;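 active = at 10 µM dose, activation of 40% or more, normalized to positive control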;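 note: 100% = tunicamycin at 10 µg/mL and 0% = DMSO alone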
#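 assay system = CHO CHOP reporter cells | amount = 500 CHO-CHOP cells per well | buffer or medium = F12 with 10% FBS | incubation = 16-18 h cell attachment, then 6 h compound exposure, 37 °C | detection = luminescence read with Steady-Glo | read-out = percent activation relative to tunicamycin control | controls = tunicamycin high control, DMSO low control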
# Mdm2-MdmX inh: inhibitors of human Mdm2/MdmX interaction; SaOS-2 split-luciferase Mdm2/MdmX complementation, luminescence; hit rate 3% among 330,000; inhibition, % at 8 µM; O15151+Q00987;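 active = inhibition of at least 50% at 8 µM in the primary screen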
# Jurkat NFkB inh: inhibitors of the PMA/ionomycin-induced NF-kB reporter in Jurkat cells; PMA/ionomycin-induced NF-kB luciferase reporter, luminescence; inhibition, % at 4 µM; hit rate 0.53% among 330,000; in the data active = inhibition above about 50%
# 697 NFkB inh: inhibitors of the PMA/ionomycin-induced NF-kB reporter in 697 B cells; 697 B-cell NF-kB luciferase reporter, 16 h; inhibition, % at 4 µM; hit rate 0.33% among 330,000; AID 435022; in the data active = inhibition above about 35%
# Starred values were filed as active, the others as inactive; · = no result given; & = joins results of further samples.
SMILES	XBP1 UPR activ	CXCR6 inh	UPR CHOP act	697 NFkB inh	Gli-Sufu antag	CCR6 antag	Mdm2-MdmX inh	Jurkat NFkB inh	EBI2 block
CN1/C(=C/C(=S)NC(=O)C2(C)CC2(Cl)Cl)C(C)(C)c2ccccc21 (stereo unspecified)	-0.6	22.8	0.3	-28.7	60.5*	25.1	35.3	4.5	8.6
CCC(=O)NC(=S)Nc1cccc(NC(=O)c2ccccc2C)c1	0.2	7.5	0.8	15.1	-1.7	15.0	4.5	-13.2	4.7
COc1ccc(/C=N\Nc2ccc([N+](=O)[O-])cc2)c(C(=O)O)c1OC	-2.6	15.0	-0.3	14.3	10.1	23.7	8.9	9.4	-4.3
CC1CCC(C(=O)NC(C(=O)NCCCN2CCOCC2)C(C)C)CC1 (stereo unspecified)	-0.4	-6.3	-1.2	16.3	1.3	29.8	0.3	-10.0	-8.7
CC1CCN(Cc2c(C#N)c3ccccc3n2C)CC1	-0.8	-4.4	0.4	-17.2	2.0	19.1	-5.4	-4.2	-3.1
O=c1[nH]nnc2sc3c(c12)CCCC3	0.4	-20.5	-1.3	14.7	-7.3	-15.2	16.4	10.7	11.8
O=C1CCN2C=Nc3cccc4ccc1c2c34	0.2	-17.4	-1.3	17.1	7.1	-19.4	15.4	10.2	-8.0
OCCNCCNCc1ccc(-c2ccccc2)cc1	0.9	·	1.1	16.3	·	·	11.7	4.1	·
COc1cc(/C=C/C(=O)Nc2ccc(C)cc2)cc(OC)c1OC	-5.6	10.5	0.4	5.4	5.6	17.5	-5.4	-2.0	4.2
Cc1cc2oc(C(=O)N(Cc3ccccc3)c3ccccn3)cc(=O)c2cc1Cl	-4.5	3.3	1.9	11.0	6.3	22.6	21.2	-8.2	7.6
Cc1cnc(C(=O)NC(C)CCc2ccccc2)cn1 (stereo unspecified)	1.4	-1.1	0.9	6.6	-8.2	4.6	10.6	11.4	13.0
O=C(O)C1=C[C@H](c2csc3ccccc23)C[C@H](OCCCCO)O1	0.6	-4.9	0.5	-1.6	-4.0	-4.0	-1.7	7.4	-9.2
COc1ccc(-c2nc(CSCC(=O)N3CCc4ccccc4C3)c(C)o2)cc1OC	-0.8	3.5	1.2	10.0	-11.0	10.6	12.9	13.7	9.5
CC1CCCC(C)N1C(=O)COc1ccc([N+](=O)[O-])cc1Cl (stereo unspecified)	2.5	-0.1	-2.3	8.7	-9.4	7.8	7.7	8.5	-15.7
Cc1ccc(NC(=O)CSc2ncn[nH]2)c([N+](=O)[O-])c1	-2.1	1.4	0.6	8.1	0.6	-0.4	18.7	-12.2	4.5
Cc1ccc(C(=O)Nn2cnc3ccccc3c2=O)cc1C	0.1	-6.5	0.6	-43.3	-33.8	5.9	-49.7	-19.1	-5.6
CCC(C)N1C(=O)c2ccccc2C1C(=O)NC1CCCCCC1 (stereo unspecified)	-1.5	-0.9	-0.4	-7.5	4.2	6.8	9.1	-5.8	-4.7
CCOC(=O)c1cc(NC(=O)Nc2ccccc2OC)c(C)nc1C	-1.9	-0.6	-1.6	14.9	-1.6	2.5	-16.1	0.6	9.1
Cc1cc(=O)[nH]c(N/N=C/CCc2ccccc2)n1	-2.4	-0.4	1.1	14.8	-3.0	14.6	-17.8	0.0	-13.5
CC1CN(C(=O)c2cccc(Oc3ccccc3)c2)CC(C)O1 (stereo unspecified)	-1.2	4.3	1.1	15.6	3.7	2.2	3.3	8.1	-1.2

SMILES	XBP1 UPR activ	CXCR6 inh	UPR CHOP act	697 NFkB inh	Gli-Sufu antag	CCR6 antag	Mdm2-MdmX inh	Jurkat NFkB inh	EBI2 block
CCCCCCCCCCCCCCCC[n+]1ccccc1	·	28.6&12.4&30.4	·	·	83.5*	49.3&32.5	·	·	-4.0&0.9&6.8
Cc1ccc2c(c1)c1ncnc(N3CCOCC3)c1n2C	3.5	-8.8	1.9	-7.2	24.2	0.7	-10.0	-23.8	-1.1
Cc1ccc(N2CCN(C(=O)N3CCOCC3)CC2)cc1C	-1.4	4.8	0.0	-11.1	6.2	-4.9	10.2	1.7	9.5
C=CCN1C(=O)CN=C1Nc1cc(C)ccc1C	-1.4	-1.4	-1.8	17.0	3.2	4.3	14.3	-12.1	-6.7
O=C1CC(NS(=O)(=O)c2cccnc2)CN1c1cccc(F)c1 (stereo unspecified)	-1.8	-3.0	-1.2	19.0	-1.4	1.1	-3.6	15.5	-9.4
COc1ccc(CC(=O)N2CCN(c3ccccc3OC)CC2)cc1OC	-3.0	6.0	0.8	6.1	16.5	4.5	-13.1	3.4	-6.5
Cn1c(=O)[nH]c(=O)c2c1nc(NCc1ccco1)n2CCCc1ccccc1	·	-2.8	·	·	-1.2	3.2	·	·	8.4
COc1cc2c(cc1OC)CN(Cc1cc(=O)oc3cc(C)c(C)cc13)CC2	-3.4	1.6	-0.5	0.0	-9.6	15.4	19.3	-0.8	-5.6
COc1cc2cc(CCO)oc(=O)c2cc1OC	0.4	-4.3	0.6	2.7	-18.1	-0.1	5.4	8.7	-4.4
COc1ccc(NC(=O)N2CCc3ccccc32)cc1	-0.7	-0.9	0.8	-215.5	-103.0	1.1	-117.5	-132.2	-2.3
COc1ccc(NC(=O)Cc2ccc(Cl)cc2)cc1S(=O)(=O)N1CCCCC1	-3.5	-10.6	1.7	-12.5	-3.8	1.6	40.3	-4.0	0.4
COc1ccc(OC2CCN(S(=O)(=O)c3ccc(OC)c(OC)c3)CC2)cc1	-0.2	3.8	0.8	-0.1	3.1	14.9	23.3	21.6	14.3
Cc1nn(C)cc1C(=O)Nc1ccccc1Br	-0.1	4.4	1.3	0.4	1.4	-12.1	19.4	4.1	-13.8
Cn1cc([N+](=O)[O-])c(C(=O)N/N=C/c2cc3c(cc2Br)OCO3)n1	3.3	3.1	-1.4	21.8	5.8	5.5	-3.6	4.0	5.7
COc1cc([C@H]2[C@@H]3CCCC[C@]3(O)CCN2CC(=O)Nc2ccc(C)cc2C)ccc1O	-0.5	-2.1	2.3	-13.1	17.1	12.4	38.1	-7.5	5.7
CN(C)c1ccc(C(C(=O)NCC2CCCO2)N(C(=O)c2snc(C(N)=O)c2N)c2ccc3c(c2)OCO3)cc1 (stereo unspecified)	1.9	9.0	-0.3	20.1	-5.6	13.2	17.8	12.8	14.9
O=C(NCCNC1CCC(c2ccccc2)CC1)c1cccs1 (stereo unspecified)	-1.9	-1.3	2.1	25.0	9.4	10.4	20.2	-3.3	1.3
COc1ccc(N(C)S(=O)(=O)c2cccc3nsnc23)cc1	-2.0	5.7	-1.7	16.3	-0.2	14.6	-2.8	0.8	3.3
C=CC[C@H](CC(=O)OC(C)(C)C)C(=O)OC[C@@H]1CCCN1C(=O)[C@@H](CC=C)CC(=O)NCCO	-0.3	-0.7	2.6	16.8	-1.1	-3.9	16.3	2.4	3.5
Clc1ccc(-c2nc3ncccn3c2Cl)cc1	2.4	0.9	1.2	-50.3	-37.1	8.4	-25.2	-35.2	0.8

# A second format for three compounds above:
structure: COc1cc2c(cc1OC)CN(Cc1cc(=O)oc3cc(C)c(C)cc13)CC2
  XBP1 UPR activ: -3.4; CXCR6 inh: 1.6; UPR CHOP act: -0.5; 697 NFkB inh: 0.0; Gli-Sufu antag: -9.6; CCR6 antag: 15.4; Mdm2-MdmX inh: 19.3; Jurkat NFkB inh: -0.8; EBI2 block: -5.6
structure: COc1cc2cc(CCO)oc(=O)c2cc1OC
  XBP1 UPR activ: 0.4; CXCR6 inh: -4.3; UPR CHOP act: 0.6; 697 NFkB inh: 2.7; Gli-Sufu antag: -18.1; CCR6 antag: -0.1; Mdm2-MdmX inh: 5.4; Jurkat NFkB inh: 8.7; EBI2 block: -4.4
structure: COc1ccc(NC(=O)N2CCc3ccccc32)cc1
  XBP1 UPR activ: -0.7; CXCR6 inh: -0.9; UPR CHOP act: 0.8; 697 NFkB inh: -215.5; Gli-Sufu antag: -103.0; CCR6 antag: 1.1; Mdm2-MdmX inh: -117.5; Jurkat NFkB inh: -132.2; EBI2 block: -2.3

# Continuation:
SMILES	XBP1 UPR activ	CXCR6 inh	UPR CHOP act	697 NFkB inh	Gli-Sufu antag	CCR6 antag	Mdm2-MdmX inh	Jurkat NFkB inh	EBI2 block
Cc1ccc(C(=O)Nc2ccc3c(c2)CCC3)cc1	-5.4	2.8	-4.1	-221.9	-136.5	-8.2	-50.6	-90.2	19.2
NCCCC[C@H]1CNC(=S)N1CCc1cccc(F)c1	-0.7	6.4	0.7	14.6	-8.6	3.6	14.6	-0.9	1.4
CCOc1cc(C(=O)OCC(=O)Nc2cc(C)on2)ccc1OCC(C)C	-3.2	-4.4	0.3	2.5	·	10.0	-13.8	-3.5	1.6
CCOc1cccc2sc(N(CCN(C)C)C(=O)/C=C/c3cccs3)nc12	-1.9	4.6	2.4	11.2	17.7	-5.6	65.5*	9.9	-1.1
COc1cc(C(=O)NCC(c2ccccc2)N(C)C)ccc1OCC(=O)N1CCOCC1 (stereo unspecified)	-4.8	2.8	-0.6	0.1	7.3	1.9	20.4	1.4	-0.6
CCOC(=O)N1CCN(S(=O)(=O)c2ccc(C)c(C(=O)NC3CCCCC3)c2)CC1	-4.8	8.1	1.4	-5.6	15.4	-7.2	12.6	-3.7	-16.8
CCCN(CC(=O)Nc1ccccc1C)C(=O)/C=C/c1ccc(S(=O)(=O)N2CCCCCC2)cc1	-3.5	4.1	-1.2	1.3	4.0	10.4	25.3	2.6	7.1
CC1(C2CCC3C4CCC5CC6(CCC5(C)C4C(=O)CC32C)OCCO6)OCCO1 (stereo unspecified)	·	2.2	·	·	-12.7	5.2	·	·	-2.3
CCOc1ccc(N2C(=O)CS/C2=N/NC(=O)COc2ccc3ccccc3c2)cc1	-2.4	0.3	1.9	-2.3	6.5	-0.8	0.4	-5.4	11.6
O=C1NC(=O)C(=Cc2ccco2)S1	·	-3.7	·	·	-7.8	13.8	·	·	0.7
O=C(Nc1ccc(-c2csc(Nc3cccc(C(F)(F)F)c3)n2)cc1)c1ccccc1	11.3	1.3	6.9	-5.6	-6.9	-7.8	63.3*	21.2	20.1
O=C(O)[C@H]1CC=C[C@H]2CCN(Cc3ccc(Cl)c(Cl)c3)C(=O)[C@@H]12	6.0	5.5	1.7	-1.7	6.5	7.3	7.1	·	-4.5
O=C(Oc1ccc2c(=O)c(Cl)coc2c1)c1cccnc1	0.7	2.7	-1.4	-18.6	14.6	11.6	-21.0	-18.5	-7.3
Cn1c2c(c3ccccc31)CCN=C2c1ccccc1	-0.6	0.1	0.4	-4.1	1.4	2.5	-3.3	10.9	-0.6
CNC(=S)Nc1cccc(C(C)=O)c1	-1.6	3.1	0.5	24.7	-2.9	9.9	-10.3	0.3	-6.7
Cc1ccc(N2CCN(/N=C/c3ccccc3)CC2)cc1	-0.1	-0.3	-0.3	-5.8	1.0	17.1	-4.8	-20.7	7.7
COc1ccc(Cn2c(=O)[nH]c3cc(C(=O)Nc4ccccc4C)ccc32)cc1	-2.1	-1.3	1.3	2.1	·	14.6	27.3	3.2	35.5
COc1ccc(-c2nnn(CC(=O)N(C3CCCC3)C(C)C(=O)NC3CCCC3)n2)cc1OC (stereo unspecified)	-2.0	5.4	2.0	10.9	9.1	11.7	8.2	-6.4	7.9
COc1ccc(CCNC(=O)Nc2cccc([N+](=O)[O-])c2)cc1	-0.8	14.1	2.2	9.8	-2.9	17.8	8.0	-1.8	3.1
Cc1cc(OCC(=O)NC(Cc2ccc(Cl)cc2)C(=O)O)c2c(C)c(C)c(=O)oc2c1 (stereo unspecified)	-3.2	3.8	0.6	-2.2	-10.1	-2.3	2.4	15.4	4.7
CC(C)NC(=O)NC(=O)COC(=O)c1cccc(OC(F)F)c1	2.5	2.6	-2.6	21.6	10.9	3.7	1.4	0.3	-3.1

# Screens from PubChem.
